Glyco luc inh – N-linked glycosylation inhibition | D54 ERlucT glycosylation luciferase reporter, 24 h; percent of 100 nM tunicamycin response | reporter increase, % at 12.5 µM | hit rate 0.23% among 360,000;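 active = mean luciferase reporter signal, scaled so untreated is 0 and the glycosylation-blocking control 100, at or above a set limit in every replicate; inconclusive = mean reaches the limit but not every replicate does; inactive = mean below the limit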;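 note: luciferase carries N-glycosylation sites so blocking glycosylation raises the light; 0% = median of neutral control wells and 100% = median of 100 nM tunicamycin wells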
Vif imaging – HIV Vif inhibition; HEK293T cells, Vif self-association by quenched fluorescence, imaging, 24 h; hit rate 0.35% among 340,000; inhibition, % at 7.49 µM; AID 602346; in the data active = inhibition above about 50%, passing the limit was not always enough; inconclusive = no clear call, values can overlap the other calls; inactive = below about 31%; note: some results filed as inactive read as strong as hits
iPSC survival up – hiPSC single-cell survival enhancement; survival enhancement, % at 20 µM; ATPlite luminescence; 100% = ROCK inhibitor wells, 0% = DMSO; hit rate 0.044% among 360,000; in the data active = survival enhancement above about 18%;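 note: cells exposed to compounds for 16 hours before the ATP read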
aDG glyco up – alpha-DG glycosylation activation | Pro5-aDG cells, alpha-DG glycosylation AlphaScreen (IIH6); 0% Pro5, 100% B10-LARGE cell signal | activation, % at 10 µM | hit rate 0.22% among 360,000;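 active = activation of at least 8% versus controls, or a plate z-score of at least 8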;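 note: Pro5 are CHO cells carrying HIG-tagged alpha-DG that lacks glycosylation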
CaV13 ICDI inh – Primary screen for inhibitors of IQ motif and Ca2+-dependent inactivation inhibitor domain binding in CACNA1D, Förster resonance energy transfer in living cells, … | inhibition, % at 12.3 µM | HEK cells, CFP/YFP FRET ICDI-IQ, plate reader, 10 min; percent FRET-ratio fall versus neutral wells | hit rate 0.098% among 340,000;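 active = mean replicate inhibition of at least 30% and at least 1% of replicates passing that level; inconclusive = only one of the two criteria is met; inactive = neither criterion is met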;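 note: 0% = median of the neutral control wells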
ABCB6 inh MLPCN – human ABCB6 transporter inhibition; K562-ABCB6 porphyrin accumulation, flow cytometry, 1 h; stronger effect = lower value; fluorescence ratio to DMSO, % at 10 µM; hit rate 0.19% among 360,000; AID 602162;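 active = fluorescence ratio to DMSO below 75%, the collection mean minus 3 SD; inconclusive = too few cells collected in the well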;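 note: signal is porphyrin accumulated inside mitochondria; 100% equals median channel fluorescence of DMSO control wells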
Target sequence (Q9NP58 whole entry, looked up): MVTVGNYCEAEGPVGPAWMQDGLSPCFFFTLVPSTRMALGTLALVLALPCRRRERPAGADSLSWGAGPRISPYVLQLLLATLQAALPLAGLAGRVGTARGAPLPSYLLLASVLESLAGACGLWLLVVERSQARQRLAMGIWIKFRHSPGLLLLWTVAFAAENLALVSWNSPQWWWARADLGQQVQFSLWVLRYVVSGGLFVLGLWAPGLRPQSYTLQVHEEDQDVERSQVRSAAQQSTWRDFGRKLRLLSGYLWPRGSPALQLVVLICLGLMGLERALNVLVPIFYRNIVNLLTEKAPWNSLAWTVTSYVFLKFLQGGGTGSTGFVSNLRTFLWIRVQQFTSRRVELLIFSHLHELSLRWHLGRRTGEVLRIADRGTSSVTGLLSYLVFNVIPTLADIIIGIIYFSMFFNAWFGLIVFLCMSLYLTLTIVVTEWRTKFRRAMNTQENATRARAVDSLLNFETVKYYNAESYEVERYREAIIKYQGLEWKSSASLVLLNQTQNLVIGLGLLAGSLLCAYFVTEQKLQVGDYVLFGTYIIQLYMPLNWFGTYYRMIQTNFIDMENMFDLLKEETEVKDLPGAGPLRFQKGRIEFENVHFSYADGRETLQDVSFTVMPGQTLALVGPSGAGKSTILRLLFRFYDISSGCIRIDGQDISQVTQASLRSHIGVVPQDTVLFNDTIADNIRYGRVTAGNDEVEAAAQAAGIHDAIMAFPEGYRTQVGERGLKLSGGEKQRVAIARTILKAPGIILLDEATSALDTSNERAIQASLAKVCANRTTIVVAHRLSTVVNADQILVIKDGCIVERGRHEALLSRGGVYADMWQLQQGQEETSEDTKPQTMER
PDI turbidity – blocks human protein disulfide isomerase activity | P07237 | PDI insulin aggregation turbidity, A650, 90 min | inhibition, % at 10 µM | hit rate 0.052% among 350,000;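 active = mean inhibition across replicates of 30% or more, whatever share of single replicates reach that level; inconclusive = mean inhibition below 30% while every single replicate reaches 30%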;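 note: absorbance from insulin aggregation driven by PDI reduction with DTT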
H9c2 protect – modulators protecting cardiomyocytes from myocardial damage; H9c2 cardiomyocytes, H2O2 injury protection, ATPLite, 2 h; protection from H2O2 cell death, % at 20 µM; hit rate 0.63% among 360,000; AID 588492;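 active = compounds giving at least 50% protection of heart cells from peroxide-induced death in the single-dose screen, raw or plate-pattern-corrected value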;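 note: 0% = DMSO wells with peroxide and 100% = DMSO wells without peroxide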
Granule exo inh – blocks lytic granule exocytosis; AID 651702; TALL-104 LAMP-1 surface exposure, flow cytometry; cells stimulated with thapsigargin and PMA; inhibition, % at 10 µM; hit rate 0.66% among 360,000;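 active = inhibition above about 55%, limit read from the data; inconclusive = no clear call, values can overlap the other calls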
HTR2A ag – mouse HTR2A agonism via beta-arrestin recruitment. P35363. CHO-K1 mHTR2A beta-arrestin complementation, luminescence; percent of 30 µM serotonin response. activation, % at 7.6 µM. hit rate 0.66% among 360,000;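 active = activation above a run cutoff, the mean activation of all tested compounds plus 3 SD, cut at about 14% in these data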;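 note: 0% = plate median of compound wells and 100% = 30 µM serotonin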
* marks the source's active call; other numbers are inactive results.

`CCCC(=O)NCCc1ccc(S(N)(=O)=O)cc1` gave Glyco luc inh 3, Vif imaging 0, iPSC survival up 0.6, aDG glyco up 0.0, CaV13 ICDI inh -7, ABCB6 inh MLPCN 92, PDI turbidity 0, H9c2 protect 0, Granule exo inh 0 and HTR2A ag 5.
For Cc1ccc(NC(=O)CSc2nc3ncc(Br)cc3[nH]2)cc1C the results were Glyco luc inh 0, Vif imaging -4, iPSC survival up 0.7, aDG glyco up -0.1, CaV13 ICDI inh -5, ABCB6 inh MLPCN 98, PDI turbidity 1, H9c2 protect -11, Granule exo inh 12 and HTR2A ag 9.
Cc1ccc(NC(=O)c2ccc([N+](=O)[O-])s2)cc1S(=O)(=O)N1CCOCC1 was read as Glyco luc inh -17, Vif imaging -6, iPSC survival up -0.3, aDG glyco up 9.0*, CaV13 ICDI inh -5, ABCB6 inh MLPCN 94, PDI turbidity 14, H9c2 protect -16, Granule exo inh 6 and HTR2A ag -7.
For O=C(Nc1ccc(OC(F)F)c(Cl)c1)c1ccccn1 the results were Glyco luc inh -6, Vif imaging -10, iPSC survival up 2.7, aDG glyco up 0.3, CaV13 ICDI inh -4, ABCB6 inh MLPCN 90, PDI turbidity -5, H9c2 protect -16, Granule exo inh 0 and HTR2A ag -1.
Screening CCCCCC(O)(c1ccccc1)C(CN1CCOCC1)c1ccccc1 (stereo unspecified) returned Glyco luc inh -8, Vif imaging -4, iPSC survival up 0.8, aDG glyco up 0.1, CaV13 ICDI inh -13, ABCB6 inh MLPCN 72*, PDI turbidity 1, H9c2 protect -7, Granule exo inh 6 and HTR2A ag -5.
Screening CC(C)(C)OC(=O)[C@H](Cc1ccccc1)NC(=O)c1nc[nH]c1C(=O)N[C@@H](CCCCN)C(=O)OC(C)(C)C returned Glyco luc inh -2, Vif imaging 1, iPSC survival up -5.0, aDG glyco up -0.3, CaV13 ICDI inh -5, ABCB6 inh MLPCN 94, PDI turbidity 8, H9c2 protect -4, Granule exo inh 5 and HTR2A ag 3.
Cn1c(=O)c2c(nc(CN3CCc4ccccc4C3)n2CCCO)n(C)c1=O was read as Glyco luc inh 1, Vif imaging 5, iPSC survival up 1.5, aDG glyco up 1.4, CaV13 ICDI inh -6, ABCB6 inh MLPCN 102, PDI turbidity -4, H9c2 protect 36, Granule exo inh 0 and HTR2A ag 4.
Screening CCOC(=O)CSc1ncnc2c1cnn2-c1ccc(Cl)cc1 returned Glyco luc inh -2, Vif imaging -5, iPSC survival up 3.2, aDG glyco up 0.0, ABCB6 inh MLPCN 107, PDI turbidity -5, H9c2 protect -7, Granule exo inh 1 and HTR2A ag 3.
Cn1c(=N)n(CC(=O)c2ccccc2)c2ccccc21 was read as Glyco luc inh -18, Vif imaging 5, iPSC survival up -0.5, aDG glyco up 1.8, CaV13 ICDI inh -5, ABCB6 inh MLPCN 93, PDI turbidity 1, H9c2 protect -20, Granule exo inh 5 and HTR2A ag -4.
Screening Cc1cccc(OCCCCCNCCO)c1 returned Glyco luc inh 1, Vif imaging 2, iPSC survival up 6.9, aDG glyco up 0.0, CaV13 ICDI inh -3, ABCB6 inh MLPCN 100, PDI turbidity 1, H9c2 protect 9, Granule exo inh -2 and HTR2A ag -5.
`O=C1NC[C@@H](Cc2ccc(O)cc2)N(CCc2cc(C(F)(F)F)cc(C(F)(F)F)c2)C1=O` gave iPSC survival up -1.4, aDG glyco up -0.2, CaV13 ICDI inh -10, ABCB6 inh MLPCN 97, Granule exo inh 3 and HTR2A ag 8.
For COc1ccc(OC)c(CNc2nc3ccccc3n2CCN2CCCCC2)c1 the results were Glyco luc inh -4, Vif imaging 29, iPSC survival up 2.8, aDG glyco up 0.7, CaV13 ICDI inh -4, ABCB6 inh MLPCN 86, PDI turbidity 0, H9c2 protect -13, Granule exo inh 2 and HTR2A ag -8.
For COc1ccc(S(=O)(=O)NC2CCCC2)cc1NC(C)=O the results were Glyco luc inh 3, Vif imaging -6, iPSC survival up -0.4, aDG glyco up -0.1, CaV13 ICDI inh -6, ABCB6 inh MLPCN 98, PDI turbidity -1, H9c2 protect 1, Granule exo inh 37 and HTR2A ag -7.
`C[C@@H](CO)NC(=O)c1nc[nH]c1C(=O)N[C@H](C)c1ccccc1` gave Glyco luc inh 0, Vif imaging 0, iPSC survival up 0.9, aDG glyco up 0.0, CaV13 ICDI inh -5, ABCB6 inh MLPCN 107, PDI turbidity 6, H9c2 protect -5, Granule exo inh 3 and HTR2A ag 1.
For CC(NC(=O)c1ccco1)C(=O)N1CCN(c2cccc(C(F)(F)F)c2)CC1 (stereo unspecified) the results were Glyco luc inh 0, Vif imaging -1, iPSC survival up -0.5, aDG glyco up 0.0, CaV13 ICDI inh -6, ABCB6 inh MLPCN 95, PDI turbidity -6, H9c2 protect -4, Granule exo inh -14 and HTR2A ag 0.
O=[N+]([O-])c1ccccc1-c1nc(-c2ccc(Br)o2)no1 was read as Glyco luc inh -7, Vif imaging 0, iPSC survival up 0.3, aDG glyco up -0.3, CaV13 ICDI inh -3, ABCB6 inh MLPCN 95, PDI turbidity -1, H9c2 protect -12, Granule exo inh -1 and HTR2A ag -5.
For CN=c1scc(-c2ccc(OC)cc2)n1/N=C(\C)c1cccnc1 the results were Glyco luc inh -1, Vif imaging -2, iPSC survival up -1.7, aDG glyco up 0.5, CaV13 ICDI inh -12, ABCB6 inh MLPCN 107, PDI turbidity 8, H9c2 protect -24, Granule exo inh 0 and HTR2A ag 3.
Screening COc1ccc(/C=C/C(=O)OCC(=O)N2CCCCCC2)c(OC)c1 returned Glyco luc inh 0, Vif imaging -4, iPSC survival up -0.2, aDG glyco up 0.0, CaV13 ICDI inh -2, ABCB6 inh MLPCN 94, PDI turbidity 3, H9c2 protect -3, Granule exo inh -3 and HTR2A ag 7.
`CCOC(=O)c1sc(Nc2nc3c(OC)cccc3s2)nc1C` gave Glyco luc inh 5, Vif imaging -13, iPSC survival up -1.9, aDG glyco up 3.7, CaV13 ICDI inh -4, ABCB6 inh MLPCN 92, PDI turbidity 2, H9c2 protect 26, Granule exo inh 21 and HTR2A ag 4.
Cc1cccc(N2CC(C(=O)Nc3ccccc3N3CCCC3)CC2=O)c1C (stereo unspecified) was read as Glyco luc inh 0, Vif imaging -4, iPSC survival up 0.3, aDG glyco up -0.3, CaV13 ICDI inh -6, ABCB6 inh MLPCN 99, PDI turbidity -2, H9c2 protect 4, Granule exo inh -6 and HTR2A ag 1.
Screening COc1ccc(NC(=O)Cn2nnc(-c3ccccc3N)n2)cc1OC returned Glyco luc inh -1, Vif imaging inconclusive, iPSC survival up 1.1, aDG glyco up 0.1, ABCB6 inh MLPCN 104, PDI turbidity 9, H9c2 protect -7, Granule exo inh -7 and HTR2A ag 2.
For O=C(CCc1ccccc1)Nc1c(F)cccc1F the results were Glyco luc inh -1, Vif imaging -1, iPSC survival up 4.4, aDG glyco up -0.3, CaV13 ICDI inh -6, ABCB6 inh MLPCN 98, PDI turbidity 0, H9c2 protect 3, Granule exo inh -3 and HTR2A ag 1.
For CC(=O)c1ccc(OCc2cc(C(=O)N3CC[C@@H]4CCCC[C@H]4C3)no2)cc1 the results were Glyco luc inh -3, Vif imaging -2, iPSC survival up 1.4, aDG glyco up 0.2, CaV13 ICDI inh -9, ABCB6 inh MLPCN 100, PDI turbidity 8, H9c2 protect -7, Granule exo inh -4 and HTR2A ag 4.
For CCOC(=O)c1c(NC(=O)CN2CCOCC2)sc(C(=O)NC)c1C the results were Glyco luc inh 2, Vif imaging -7, iPSC survival up 0.1, aDG glyco up 0.2, CaV13 ICDI inh -6, ABCB6 inh MLPCN 97, PDI turbidity 3, H9c2 protect 2, Granule exo inh -1 and HTR2A ag 5.
CCC(C)NC(=O)CC(NS(=O)(=O)c1ccc(Cl)cc1)c1ccco1 (stereo unspecified) was read as Glyco luc inh 1, Vif imaging 4, iPSC survival up 0.1, aDG glyco up 0.1, CaV13 ICDI inh -6, ABCB6 inh MLPCN 97, PDI turbidity -6, H9c2 protect 5, Granule exo inh -2 and HTR2A ag 6.
`CC(NS(=O)(=O)c1ccc([N+](=O)[O-])cc1)C(c1cccs1)N1CCOCC1` (stereo unspecified) gave Glyco luc inh 1, Vif imaging 0, iPSC survival up 0.2, aDG glyco up 0.2, CaV13 ICDI inh 12, ABCB6 inh MLPCN 96, PDI turbidity -15, H9c2 protect 2, Granule exo inh 2 and HTR2A ag -2.
Screening CCOC(=O)c1cccnc1SC(CC)C(=O)NCc1ccco1 (stereo unspecified) returned Glyco luc inh -1, Vif imaging -6, iPSC survival up -1.9, aDG glyco up 0.0, CaV13 ICDI inh -4, ABCB6 inh MLPCN 99, PDI turbidity -16, H9c2 protect -1, Granule exo inh -1 and HTR2A ag 3.
`COCC(=O)NCc1ccc2c(c1)cc(C)n2C` gave Glyco luc inh -1, Vif imaging 20, iPSC survival up 4.1, aDG glyco up 0.1, CaV13 ICDI inh -6, ABCB6 inh MLPCN 106, PDI turbidity 7, H9c2 protect 7, Granule exo inh -3 and HTR2A ag 6.
`COc1ccc(/C(C)=C2\SC(=S)N(CCC(=O)O)C2=O)cc1` gave Glyco luc inh 4, Vif imaging 5, iPSC survival up -1.5, aDG glyco up -0.1, CaV13 ICDI inh -6, ABCB6 inh MLPCN 104, PDI turbidity 0, H9c2 protect -4, Granule exo inh -4 and HTR2A ag 0.
For CCOC(=O)N1CCc2c(sc3ncn(Cc4ccc(F)cc4)c(=O)c23)C1 the results were Glyco luc inh -4, Vif imaging -5, iPSC survival up 0.0, aDG glyco up 0.2, CaV13 ICDI inh 1, ABCB6 inh MLPCN 93, PDI turbidity 2, H9c2 protect 8, Granule exo inh 4 and HTR2A ag 2.
Screening O=C(Nc1ccc2c(c1)Cc1ccccc1-2)c1ccc(Br)o1 returned Glyco luc inh -3, Vif imaging -2, iPSC survival up 3.3, aDG glyco up -0.5, ABCB6 inh MLPCN 95, PDI turbidity 8, H9c2 protect -4, Granule exo inh -2 and HTR2A ag 3.
`N#Cc1ccc(NC(=O)Nc2cccc(C#N)c2)cc1` gave Glyco luc inh -5, Vif imaging 1, iPSC survival up 0.1, aDG glyco up 0.8, CaV13 ICDI inh -3, ABCB6 inh MLPCN 92, PDI turbidity 7, H9c2 protect -18, Granule exo inh 34 and HTR2A ag -1.
CC(C)c1cc(N2CCC(=O)NC2=O)cc(C(=O)O)c1O was read as Glyco luc inh 5, Vif imaging 6, iPSC survival up -0.6, aDG glyco up 0.2, CaV13 ICDI inh -4, ABCB6 inh MLPCN 100, PDI turbidity 4, H9c2 protect 4, Granule exo inh 9 and HTR2A ag 0.
For O=C(Nc1ccc(OC(F)(F)F)cc1)C1CC(c2ccc(F)cc2)=NO1 (stereo unspecified) the results were Glyco luc inh 4, Vif imaging -9, iPSC survival up -2.7, aDG glyco up 0.2, CaV13 ICDI inh 6, ABCB6 inh MLPCN 99, PDI turbidity -5, H9c2 protect -6, Granule exo inh -2 and HTR2A ag -2.
For COCc1ccc(C(=O)NC2CC(C)(C)Cc3c2cnn3-c2ccc(C)cc2)o1 (stereo unspecified) the results were Glyco luc inh -1, Vif imaging 4, iPSC survival up -0.3, aDG glyco up -0.2, CaV13 ICDI inh -3, ABCB6 inh MLPCN 103, PDI turbidity -5, H9c2 protect 6, Granule exo inh 1 and HTR2A ag -4.
